Compound activity deposited in PubChem BioAssay by several laboratories.
SR-BI DiI-HDL act – activators of SR-BI mediated DiI-HDL uptake, primary screen, ldlA[mSR-BI] CHO cells, DiI fluorescence; 320,000 tested, 0.096% active; 3 h; 100 = double the neutral-control signal; activation, % at 12.5 µM;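 active = mean replicate activation of at least 60% and every replicate at or above 60%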;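 note: 0% = median plate neutral-control signal and 100% = twice that signal; values of inactives mirror those of a sister screen read the other way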
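Material – SR-BI-overexpressing, LDLR-lacking CHO cells · Medium – BSA-supplemented, HEPES-buffered Ham's F12, pH 7.4 · Doses – single concentration · Times – compound with DiI-HDL co-incubation, 3 h at 37 °C · Measured by – bottom-read fluorescence, 550/595 nm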
DSG3 Ab inh – inhibitors of pemphigus antibody binding to DSG3, primary screen, biochemical, bead-based, flow cytometry, scFv-GFP | 310,000 tested, 0.48% active | DSG3-coupled beads, scFv-anti-DSG3-GFP binding; active compounds read low | Desmoglein-3 (Homo sapiens), P32926 | binding (percent of control), % at 10 µM;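 active = binding more than 3 SD below its plate's average and above zero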;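 note: hits lower antibody fragment binding to DSG3; some compounds called inactive have numbers as strong as hits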
NSD2 inh – NSD2 histone methyltransferase inhibitors, primary screen, biochemical, AlphaScreen, single concentration, set 2. Histone-lysine N-methyltransferase NSD2 (Homo sapiens), O96028. NSD2 peptide methylation, 120 min. inhibition, % at 12.5 µM. 310,000 tested, 0.54% active. AID 743445, 2014; in the data active = inhibition above about 50%
Target sequence (O96028 whole entry, looked up): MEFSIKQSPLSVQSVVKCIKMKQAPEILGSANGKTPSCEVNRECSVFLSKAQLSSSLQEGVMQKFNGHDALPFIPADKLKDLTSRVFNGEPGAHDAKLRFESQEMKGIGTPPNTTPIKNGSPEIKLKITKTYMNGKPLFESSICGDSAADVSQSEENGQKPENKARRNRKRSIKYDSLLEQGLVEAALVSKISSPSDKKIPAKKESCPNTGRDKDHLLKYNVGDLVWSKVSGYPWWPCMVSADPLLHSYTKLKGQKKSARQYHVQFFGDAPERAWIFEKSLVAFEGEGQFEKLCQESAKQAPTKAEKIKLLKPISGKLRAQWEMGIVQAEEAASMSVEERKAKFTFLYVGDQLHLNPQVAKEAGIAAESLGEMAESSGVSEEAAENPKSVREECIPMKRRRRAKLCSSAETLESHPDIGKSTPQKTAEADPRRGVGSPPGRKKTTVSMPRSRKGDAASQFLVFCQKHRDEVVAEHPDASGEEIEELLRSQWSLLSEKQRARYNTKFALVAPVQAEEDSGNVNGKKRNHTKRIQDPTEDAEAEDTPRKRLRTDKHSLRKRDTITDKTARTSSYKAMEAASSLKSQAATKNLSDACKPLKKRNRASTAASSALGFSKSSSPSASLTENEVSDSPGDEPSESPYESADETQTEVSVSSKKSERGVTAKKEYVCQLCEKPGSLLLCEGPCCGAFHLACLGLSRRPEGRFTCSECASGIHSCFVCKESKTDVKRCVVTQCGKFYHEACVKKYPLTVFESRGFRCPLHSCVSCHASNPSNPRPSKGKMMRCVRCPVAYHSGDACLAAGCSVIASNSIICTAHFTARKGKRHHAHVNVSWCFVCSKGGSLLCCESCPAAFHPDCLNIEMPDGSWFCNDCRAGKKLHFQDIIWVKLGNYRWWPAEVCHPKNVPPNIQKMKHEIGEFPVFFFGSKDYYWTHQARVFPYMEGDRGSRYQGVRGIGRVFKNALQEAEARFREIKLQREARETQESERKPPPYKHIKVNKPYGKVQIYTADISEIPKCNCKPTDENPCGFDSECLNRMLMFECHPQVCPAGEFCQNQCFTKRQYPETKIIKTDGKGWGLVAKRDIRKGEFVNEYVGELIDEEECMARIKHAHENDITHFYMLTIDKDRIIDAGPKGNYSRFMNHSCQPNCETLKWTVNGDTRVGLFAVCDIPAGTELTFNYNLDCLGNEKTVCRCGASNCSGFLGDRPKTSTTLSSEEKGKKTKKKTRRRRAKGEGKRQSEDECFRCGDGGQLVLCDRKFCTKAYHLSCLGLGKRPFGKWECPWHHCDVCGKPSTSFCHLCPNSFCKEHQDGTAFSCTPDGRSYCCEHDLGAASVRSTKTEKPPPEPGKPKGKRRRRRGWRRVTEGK
MITF act – activators of MITF-driven TRPM1 promoter reporter, primary screen, cell-based, SK-MEL-5, luciferase, single point. SK-MEL-5 TRPM1-promoter luciferase, 24 h; % of positive control, neutral wells = 0. 300,000 tested, 0.75% active. AID 588334, 2011. activation, % at 12.5 µM;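 active = mean activation of at least 80% with every replicate also reaching 80%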;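 note: 0% = neutral control wells and 100% = parthenolide positive control wells; values of inactives mirror those of a sister screen read the other way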
SR-BI HDL uptake – inhibitors of SR-BI mediated HDL lipid uptake, primary screen, ldlA[mSR-BI] cells, fluorescence, single point; Scavenger receptor class B member 1 (Mus musculus), Q61009; ldlA[mSR-BI] CHO cells, DiI-HDL uptake fluorescence, 3 h; inhibition, % at 12.5 µM; 320,000 tested, 0.96% active; AID 488896, 2010;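 active = mean replicate inhibition of at least 70% and a set share of replicates each scoring 70 or more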;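 note: 0% = median of neutral control wells and 100% = median of positive control wells; values of inactives mirror those of a sister screen read the other way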
Mot1-301 SUMO – yeast Mot1-301 growth rescue at high temperature, primary screen, SUMOylation pathway inhibitor project, S. cerevisiae, ATP luminescence, 38.5C. S. cerevisiae Mot1-301 growth rescue; percent above DMSO median, 100 means doubled. growth rescue, % at 18.8 µM. 320,000 tested, 1% active. AID 2716, 2010;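 active = every valid replicate shows activation above 250% relative to neutral control wells; inactive = the rest, any valid replicate at or below 250%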;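 note: OY570 slx delta 5 strain wells were the positive control but not used for scaling; some compounds called inactive have numbers as strong as hits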
PKA-R2B activ – activators of PKA-R2B holoenzyme, primary screen, biochemical, fluorescence polarization, Cy5-IP20, human; cAMP-dependent protein kinase catalytic subunit beta (Homo sapiens) + cAMP-dependent …; activation, % at 11.4 µM; 340,000 tested, 0.079% active; PKA-R2B holoenzyme dissociation; R2B truncated from residue 108, S112A mutant; 0% DMSO only, 100% 113 µM cGMP;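 active = activation above a cutoff set at the mean over all compounds plus 3 SD, cut at about 18% in these data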;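 note: higher means more holoenzyme dissociation and a rise in polarization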
dFosB activator – activators of delta FosB homodimer, primary screen, biochemical, fluorescence polarization, TAMRA-CDK5 oligo, single point; purified delta FosB; percent of positive-control signal above neutral wells; activation, % at 25 µM; 340,000 tested, 0.99% active; AID 493131, 2011;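 active = mean activation above about 17%, with every replicate also reaching it, limit read from the data, passing the limit was not always enough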;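 note: fluorescence polarization rise as delta FosB binds a TAMRA Cdk5 AP-1 oligo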
Arrestin-AP2 inh – inhibitors of beta-arrestin/AP2 binding, primary screen, biochemical, GPCR trafficking, flow cytometry. beta-arrestin 1 C-terminal peptide binding to AP2 beta2-adaptin appendage (human). FITC-arrestin peptide / GST-AP2 beads; AP2 beta2 appendage carries R879A mutation. inhibition, % at 10 µM. 340,000 tested, 0.31% active;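 active = inhibition above a set limit, near 3 SD of compounds lacking own fluorescence, cut at about 54% in these data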;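 note: plate controls were DMSO wells for no effect and 5 µM unlabelled arrestin peptide for full effect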
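System: GST-AP2 R879A glutathione beads | Also added: FITC-arrestin peptide, 50 nM | Times: 12 min plus 1 h, RT | Signal: Bead flow cytometry, FITC channel | Buffer or medium: PBS with 0.05% Tween 20 and 0.1% BSA | Read-out basis: Percent drop in bead-associated FITC signal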
CDK5 inh – inhibitors of human CDK5/p35 kinase, primary screen, biochemical, single concentration | Recombinant CDK5/p35, ADP-Glo luminescence, 60 min | Cyclin-dependent kinase 5 (Homo sapiens) + Cyclin-dependent kinase 5 activator 1 (Homo … | inhibition, % at 10 µM | 330,000 tested, 0.01% active;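 active = highest replicate inhibition of at least 50% and at least 75% of replicates reaching 50%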;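 note: plate controls were DMSO neutral control for no effect and GW8510 at 10 µM for full effect; many of its hits are not listed in these tables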
PKA-R1A activ – activators of PKA-R1A holoenzyme, primary screen, biochemical, fluorescence polarization, Cy5-IP20, bovine R1A, mouse PKAc | AID 504707, 2011 | activation, % at 11.4 µM | cAMP-dependent protein kinase type I-alpha regulatory subunit (Bos taurus) + … | PKA-R1A dissociation; scaled: DMSO 0%, 113 µM cGMP 100% | 340,000 tested, 0.083% active;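 active = percent activation above the mean of all tested compounds plus 3 SD, cut at about 19% in these data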;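 note: higher means more PKAc released from R1A so a rise in polarization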
The depositor's hits bear a star; x = no result given.

SMILES	SR-BI DiI-HDL act	DSG3 Ab inh	NSD2 inh	MITF act	SR-BI HDL uptake	Mot1-301 SUMO	PKA-R2B activ	dFosB activator	Arrestin-AP2 inh	CDK5 inh	PKA-R1A activ
COc1ccccc1CCNC(=O)C1CCC(=O)N(Cc2ccccc2OC)C1 (configuration not stated)	-30	111	2	-9	30	-2	-7	-6	66*	-0.5	-7
O=C1C=C(O)c2c(O)cc(O)c(O)c2C1=O	-52	79*	x	-13	52	-24	-15	-3	6	3.1	-9
COc1ccc(C(=O)CSc2nnc(-c3ccco3)n2CC2CCCO2)cc1 (configuration not stated)	-14	100	-4	-10	14	-14	-6	-5	0	-0.3	-10
O=C(NC1CCCC1)C1CCCN1C(=O)Oc1ccccc1 (configuration not stated)	13	96	-6	-2	-13	-8	-4	-2	36	-0.9	4
CCOc1cc(N2CCOCC2)c(OCC)cc1NC(=O)CN1C(=O)NC2(CCCCC2C)C1=O (configuration not stated)	0	101	2	-7	0	x	-2	-8	-3	0.7	3
CCCc1nc2c(c(=O)c3ccccc3n2C)c(=O)n1-c1cc(C)cc(C)c1	-27	112	0	15	27	110	7	-9	15	0.3	-1
N=c1c(C(=O)NC2CCCCC2)cc2c(=O)n3ccccc3nc2n1Cc1cccnc1	-1	104	-6	-1	1	-17	-5	-16	4	1.2	-2
CCOC(=O)[C@@H]1[C@H]2COc3cc(OC)ccc3[C@@H]2N2C(=O)N(c3ccc(OC)cc3)C(=O)[C@]12C	20	75	x	2	-20	-3	0	-8	-8	1.6	2
O=C(NCc1ccncc1)C(=O)NCC1OCCN1S(=O)(=O)c1ccc(Br)cc1 (configuration not stated)	5	100	12	-2	-5	22	5	3	5	-4.2	1
Cc1cc(C(=O)N/N=C/c2ccc(C)o2)c2ccccc2n1	-14	108	-1	2	14	5	-9	-3	4	-2.8	-6
NC(=O)C1CCN(C(=O)C23CC4CC(CC(C4)C2)C3)CC1	22	x	1	-5	-22	222	-4	-4	12	1.5	-8
O=C(CSCc1cc(=O)[nH][nH]1)Nc1ccc(F)cc1	23	104	23	11	-23	29	-7	4	-4	1.2	-20
COC(=O)n1c(=O)oc2cc(S(=O)(=O)N3CCOCC3)ccc21	37	104	46	-9	-37	127	5	-2	6	1.0	6
CC(=O)c1cccc(N(C(=O)c2ccco2)C(C(=O)NC2CCCC2)c2cccs2)c1 (configuration not stated)	6	92	-7	5	-6	-13	8	-7	6	1.0	-2
O=[N+]([O-])c1ccc(S(=O)(=O)CC(CN2CCCCC2)N2CCCCC2)cc1 (configuration not stated)	15	101	10	-78	-15	333	-6	1	-2	0.7	15
COCCn1c(SCCCc2ccccc2)nc2c1c(=O)[nH]c(=O)n2C	-12	99	-4	4	12	-36	0	1	3	-1.4	-19
CCOC(=O)C(C)Oc1ccc2c(C)cc(=O)oc2c1C(C)=O (configuration not stated)	3	101	-3	5	-3	-8	-4	0	11	-0.3	2
O=C(COC(=O)/C=C/c1cccs1)Nc1cccc(S(=O)(=O)N2CCOCC2)c1	-18	104	-3	-3	18	-23	-18	-3	3	-0.3	-6
CCc1nnc(NC(=O)c2ccc(S(=O)(=O)NC3CCCCC3)cc2)s1	11	105	5	6	-11	-3	-6	3	-13	0.0	2
COc1ccc(CN2CC(COCc3ccccc3)Oc3ccccc3S2(=O)=O)cc1 (configuration not stated)	-39	100	x	6	39	x	2	-7	10	-1.2	-2
CCc1cc2c(cc(C(=O)O)n2C)s1	14	99	1	-6	-14	-1	-10	-4	-2	-0.3	-5
O=C(Nc1ncc2c(n1)-c1ccccc1OC2)c1ccc(Cl)cc1Cl	-2	100	11	-6	2	5	-1	2	29	-1.5	5
CC(C)n1c(SCC(=O)Nc2ccc3c(c2)OCO3)nc2c1c(=O)n(C)c(=O)n2C	-22	89	-1	-8	22	-4	-7	-10	-5	2.9	1
CCOC(=O)CSc1nnc(-c2ccc(OC)cc2OC)o1	14	104	1	-10	-14	171	4	0	33	3.6	-11
Cc1nc(C#N)c(N/N=C/c2c(F)cccc2Cl)o1	-12	104	x	x	12	-5	10	-1	-9	-0.7	7
C[C@H](CO)N1C[C@H](C)[C@@H](CN(C)Cc2ccncc2)Oc2c(NC(=O)CCCCCC(=O)Nc3ccccc3N)cccc2C1=O	-2	100	x	2	2	11	0	-9	-8	0.2	-2
COCCNC(=O)Cn1cc(/C=N/NC(=O)c2ccc(Oc3ccc(O)cc3)cc2)c2ccccc21	-3	100	1	-5	3	-6	-4	-4	2	-0.6	3
CCCc1ncc(C(=O)c2ccc(OC)cc2)n1C	-12	101	-3	30	12	242	-3	-2	2	0.6	4
COc1ccc(C(=O)NCC(=O)n2nc(C)cc2C)cc1OC	1	98	-1	x	-1	-19	3	-4	17	0.0	10
Cc1ccc(Cn2c(C(C)Nc3nc(-c4ccc(Cl)c([N+](=O)[O-])c4)cs3)nc3cc(C(F)(F)F)ccc32)cc1 (configuration not stated)	2	99	x	-3	-2	-17	-5	-5	5	2.3	-3
Cc1nc2ccc(NS(=O)(=O)c3c(F)cc(F)cc3Br)cc2s1	10	99	2	-13	-10	-15	-4	-8	-1	-1.6	-16
C=CCn1c(CC(=O)Nc2ccc(C)cc2C)nnc1SCC(=O)N1CCOCC1	7	x	-1	0	-7	-8	-1	-8	16	-0.1	-10
O=C(NC(=S)NC1CCSC1=O)c1cccs1 (configuration not stated)	4	102	2	9	-4	-16	0	-4	22	0.8	9
COC(C(=O)Nc1ccc(S(=O)(=O)Nc2ccc(C)c(C)c2)cc1)c1ccccc1 (configuration not stated)	14	89	0	-8	-14	-15	-4	-8	6	-0.1	-2
NC(=O)C1(N2CCCCC2)CCN(Cc2ccc(Br)cc2)CC1	11	117	-3	-14	-11	-28	6	-8	-6	-1.1	-14
CC1CCN(C(=O)CN(c2cccc(F)c2)S(C)(=O)=O)CC1	-2	100	-2	8	2	26	-12	2	38	3.2	1
Fc1cccc(/C=N/Nc2nncc3ccccc23)c1	-32	110	-4	15	32	-13	-12	2	22	-2.3	-16
COc1ccc(S(=O)(=O)N2CCCC2CNC(=O)C(=O)NC2CCCCCC2)cc1 (configuration not stated)	-50	102	1	1	50	14	-6	-1	-3	-0.6	-6
COC(=O)c1sc(-c2ccccc2)cc1NC(=O)c1cc(OC)cc(OC)c1	-39	98	3	-4	39	8	-11	-6	-7	0.5	3
CC(=O)Nc1ccc(S(=O)(=O)N[C@H](C(=O)O)C(C)C)cc1	16	x	-2	1	-16	539	6	-8	-5	-0.1	8
COc1cc(OC)cc(C(=O)N/N=C2/SCC(=O)N2Cc2ccco2)c1	-2	97	5	-2	2	-21	8	-9	11	2.2	2
COc1ccc(OCC(=O)Nc2cc3c(cc2C(=O)O)OCCCO3)cc1	9	105	x	-5	-9	84	8	-2	4	-1.9	-6
O=C(CCS(=O)(=O)c1ccccc1Cl)NCc1ccc(F)cc1	x	99	-1	3	x	10	7	-2	7	-0.7	-6
CCN(CC)S(=O)(=O)c1ccc(C(=O)N(c2ccc(C)cc2)C2C=CS(=O)(=O)C2)cc1 (configuration not stated)	x	103	-7	-6	x	-1	-15	-4	-27	1.2	-4
CCCc1nnc(NC(=O)CC(=O)Nc2ccccc2C(=O)O)s1	27	102	-1	-7	-27	65	6	0	2	-0.3	-3
COc1cc(CNCCc2c[nH]c3ccccc23)cc(Cl)c1OCC(N)=O	-2	107	10	7	12	57	-11	-9	6	-2.1	-2
c1ccc(CN2CCN(c3nc4ccccc4s3)CC2)cc1	8	105	0	77	-8	13	-1	-2	20	1.2	6
Nc1ccc(-c2nc3ccccc3s2)cn1	6	99	-8	39	-6	-29	3	-1	7	0.5	-1
Cc1ccc(SCc2cc(=O)c3c(=O)n(-c4ccccc4)[nH]c3[nH]2)cc1	2	99	27	-3	-2	-20	3	-9	10	-3.1	-12
COc1cccc(S(=O)(=O)NCc2ccc(C(=O)Nc3cccc(Cl)c3)cc2)c1	-45	107	5	x	45	2	8	8	-8	0.3	0

More compounds follow.
SMILES	SR-BI DiI-HDL act	DSG3 Ab inh	NSD2 inh	MITF act	SR-BI HDL uptake	Mot1-301 SUMO	PKA-R2B activ	dFosB activator	Arrestin-AP2 inh	CDK5 inh	PKA-R1A activ
Cc1ccc(C)c(NC(=O)CN(C)C(=O)C2CCN(C(=O)Nc3ccccc3)CC2)c1	-5	93	2	9	5	6	-11	5	13	-5.8	-5
O=C(Nc1ccc(Cl)cc1Cl)N1CCN(c2ncccn2)CC1	-14	105	0	23	14	-8	3	-4	x	-1.0	-7
Cc1csc(NC(=O)CSc2ccc(-c3ccccn3)nn2)n1	x	100	-36	2	x	6	-3	-16	7	0.8	-3
COc1ccc2c(c1)CCc1c(C(=O)NC3CCCCC3)noc1-2	4	91	5	91*	-4	-8	2	-1	7	1.8	16
O=C1Nc2cc(C(=O)N3CCC(N4CCCCC4)CC3)ccc2S/C1=C\c1ccccc1	-27	x	50*	-87	27	-16	-1	5	11	34	-4
CCn1cc(/C=N/NC(=O)COc2cccc3cccnc23)c2ccccc21	8	x	5	-2	-8	3	-5	-5	23	-1.5	-3
S=C(Nc1ccc(Cl)cc1)N1CCN(Cc2ccccc2)CC1	-18	98	-4	-2	18	590*	-4	-1	-1	-0.2	-11
